High-throughput results: PubChem, The Scripps Research Institute Molecular Screening Center
HTRA1 inhibitor: HTRA1 serine protease inhibitors, primary screen, biochemical, fluorescence polarization, HTS; recombinant HTRA1, FP-rhodamine activity-based probe; inhibition, % at 5.96 µM; 340,000 tested, 0.5% active; in the data active = inhibition above about 36%;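 note: 0% = enzyme with DMSO and 100% = wells lacking enzyme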
Target sequence (Q92743 whole entry, looked up): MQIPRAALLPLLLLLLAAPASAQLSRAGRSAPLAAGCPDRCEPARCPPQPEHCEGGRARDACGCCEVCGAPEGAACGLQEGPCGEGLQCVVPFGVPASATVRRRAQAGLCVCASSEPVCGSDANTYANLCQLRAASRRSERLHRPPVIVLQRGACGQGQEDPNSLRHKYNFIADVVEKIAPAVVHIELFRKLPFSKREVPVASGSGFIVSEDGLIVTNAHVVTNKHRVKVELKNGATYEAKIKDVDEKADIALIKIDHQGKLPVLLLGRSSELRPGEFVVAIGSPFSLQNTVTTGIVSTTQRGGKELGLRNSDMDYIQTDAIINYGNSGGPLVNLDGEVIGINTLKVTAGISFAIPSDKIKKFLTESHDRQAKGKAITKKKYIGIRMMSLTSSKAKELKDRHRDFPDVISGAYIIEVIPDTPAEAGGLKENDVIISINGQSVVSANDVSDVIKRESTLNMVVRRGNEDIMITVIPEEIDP
UHRF1 binding: UHRF1 methylated DNA binding inhibitors, primary screen, counter-screen for MBD2 inhibitor project, biochemical, TR-FRET, human UHRF1, single concentration. E3 ubiquitin-protein ligase UHRF1 (Homo sapiens), Q96T88. UHRF1 binding to methylated oligo. inhibition, % at 4.4 µM. 370,000 tested, 0.75% active. AID 687016, 2013; in the data active = inhibition above about 21%;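 note: UHRF1 SRA domain binding a hemimethylated CpG hairpin DNA probe; 0% = median of test compound wells and 100% = reference inhibitor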
TDP2 inh: human TDP2 enzyme inhibitors, primary screen, biochemical, epi absorbance, recombinant enzyme. Tyrosyl-DNA phosphodiesterase 2 (Homo sapiens), O95551. T5PNP hydrolysis, p-nitrophenol absorbance 415 nm. inhibition, % at 12.8 µM. 370,000 tested, 0.34% active. AID 720702, 2013;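 active = inhibition above the mean of all tested compounds plus 3 SD, set per campaign, cut at about 25% in these data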;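 note: 0% = DMSO with enzyme and 100% = buffer with substrate but no TDP2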
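Test system: Human TDP2 enzyme | Reagent: 5 mM T5PNP | Compound dosing: 12.8 µM single point, 1% DMSO | Incubation: Enzyme reaction with compound for 2 h at 37 °C | Technique: p-Nitrophenol epi absorbance | Read-out: % inhibition relative to enzyme-containing and enzyme-free wells | Benchmarks: High control without enzyme, low control DMSO plus TDP2 | Replicates: Singlicate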
PG9 binder: binders of HIV-1 gp120 antibody PG9, primary screen, biochemical, TR-FRET | HIV-1 gp120 / PG9 antibody interaction | TR-FRET gp120-PG9 antibody binding | inhibition, % at 6.7 µM | 360,000 tested, 0.43% active | AID 624416, 2012; in the data active = inhibition above about 8.5%
LEDGF integ inh: blockers of LEDGF/p75-dependent integrase strand transfer – biochemical, TR-FRET, high throughput, primary screen. TR-FRET IN-LEDGF/p75 DNA integration, Eu/Cy5. inhibition, % at 3.7 µM. 370,000 tested, 0.64% active. AID 743269, 2014;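 active = inhibition above the screen-wide mean plus 3 SD, cut at about 13% in these data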;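 note: signal is the Cy5 over europium emission ratio at 671 and 618 nm; 0% = plate median of compound wells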
ABHD4 inh: ABHD4 inhibitors, primary screen, biochemical, fluorescence polarization, mouse | purified mABHD4, FP-Rh probe fluorescence polarization | 370,000 tested, 0.54% active | inhibition, % at 8.92 µM | (Lyso)-N-acylphosphatidylethanolamine lipase (Mus musculus), Q8VD66;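 active = inhibition exceeding the mean over every tested compound plus 3 SD, cut at about 30% in these data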;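 note: 0% = plate median of compound wells and 100% = S159A mutant with DMSO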
Target sequence (Q8VD66 whole entry, looked up): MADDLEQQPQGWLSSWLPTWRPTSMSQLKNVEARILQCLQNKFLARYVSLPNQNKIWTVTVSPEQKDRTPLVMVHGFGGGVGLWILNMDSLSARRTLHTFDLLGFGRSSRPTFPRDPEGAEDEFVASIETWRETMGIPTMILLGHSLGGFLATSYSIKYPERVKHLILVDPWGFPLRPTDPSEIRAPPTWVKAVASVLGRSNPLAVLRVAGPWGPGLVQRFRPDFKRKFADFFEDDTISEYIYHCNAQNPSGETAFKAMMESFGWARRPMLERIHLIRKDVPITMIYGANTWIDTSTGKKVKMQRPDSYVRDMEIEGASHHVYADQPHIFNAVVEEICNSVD
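Test system: mABHD4 protein | Buffer or medium: HEPES pH 7.0 buffer, 150 mM NaCl, 0.01% Pluronic F-127 | Probe or stimulus: FP-Rh fluorescent activity-based probe, added after compound pre-incubation | Timing: Pre-incubation 45 min, probe exposure 60 min, at 25 °C | Technique: Fluorescence polarization, excitation 525 nm, emission 598 nm, BODIPY TMR filters | Repeats: Single well per compound (singlicate)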
PRMT1 FP inh: PRMT1 methyltransferase inhibitors, primary screen, biochemical, fluorescence polarization; Protein arginine N-methyltransferase 1 (Homo sapiens), Q99873; recombinant PRMT1, activity-based probe fluorescence polarization; inhibition, % at 2.79 µM; 370,000 tested, 1.3% active; AID 652257, 2013;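 active = inhibition above about 21% made by adding two undisclosed values, limit read from the data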
TCR-CD3 inh: inhibitors of human TCR-CD3 interaction, primary screen, biochemical, fluorescence, TAMRA-labeled TCR probe; 360,000 tested, 0.37% active; T-cell receptor (TCR); AID 651800, 2012; inhibition, % at 9.4 µM; in the data active = inhibition above about 19%;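 note: recombinant mutant TCR 2C K166C tagged with TAMRA read by polarization; 0% = receptor in buffer alone and 100% = receptor with positive control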
SIAE inh: human SIAE inhibitors, primary screen, biochemical, fluorescence polarization, FP-Rh probe, 1536-well HTS; 370,000 tested, 0.69% active; AID 1053197, 2014; inhibition, % at 9.66 µM; SIAE FP-Rh probe binding;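 active = inhibition above a cutoff: mean of compounds within the control limits plus 3 SD of those, cut at about 17% in these data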;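 note: 0% = plate median of compound wells and 100% = probe without SIAE protein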
DDE Tn7 FP inh: inhibitors of Tn7 peptide binding to fibrin DD(E), primary screen, biochemical, fluorescence polarization, human fibrin, Tn7 probe; FP displacement of FITC-Tn7 peptide from fibrin DD(E); 0% = median of compound wells per plate; Fibrinogen beta chain (Homo sapiens), P02675; AID 720508, 2013; 370,000 tested, 0.13% active; inhibition, % at 8.3 µM;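 active = inhibition above the mean of compounds falling within the control limits plus 3 SD of them, cut at about 14% in these data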;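 note: 0% = plate median of compound wells and 100% = 10 µM Aha-Tn7 peptide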
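Test system – human fibrin DD(E) · Times – 10 min preincubation, 3 h with tracer, room temperature · Detection – fluorescence polarization of the labelled Tn7 tracer · Measure – percent inhibition normalized to high-control wells · Benchmarks – high control wells with 10 µM unlabelled Aha-Tn7 peptide (full inhibition) · Repeats – singlicate testing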
* = called active by the depositor; . = not tested or not shown.

Results follow in this order: HTRA1 inhibitor | UHRF1 binding | TDP2 inh | PG9 binder | LEDGF integ inh | ABHD4 inh | PRMT1 FP inh | TCR-CD3 inh | SIAE inh | DDE Tn7 FP inh
Cc1cccc(C(=O)N2CCCN(C(=O)c3cccc(C)c3)CC2)c1
  6 | 0 | 0 | -0.7 | -1 | 0 | 0 | -4 | -3 | -3
CCOc1ccc(NC(=O)Nc2ccc3nccnc3c2)cc1
  0 | 0 | -8 | 1.1 | 2 | 8 | -1 | -6 | 6 | -2
Nc1cccc(-c2nc3cc(S(=O)(=O)c4ccc5oc(-c6cccc(N)c6)nc5c4)ccc3o2)c1
  -3 | 2 | 2 | 5.7 | 2 | -5 | 11 | -5 | -8 | 3
CC(C)(C)OC(=O)N1CCOCCOCCNCCOCCOCC1
  0 | 1 | 4 | 1.7 | 3 | 0 | 1 | 0 | 0 | 12
O=C(O)C1CCN(C(=O)CSc2nnc3ccccn23)CC1
  9 | -3 | -11 | 0.8 | -1 | -1 | -1 | 1 | 0 | 8
Cc1ccc(C2C(C(N)=S)=C(N)OC3=C2C(=O)CC(C)(C)C3)cc1 (centres undefined)
  9 | 0 | 4 | -1.8 | -4 | 3 | 12 | 10 | 4 | 1
COC(=O)c1cccc(NC(=O)CN2C(=O)C3CCCCC3C2=O)c1 (centres undefined)
  -5 | 0 | 5 | 1.2 | -3 | 2 | -3 | -3 | -5 | 2
O=C(NCCCO)c1ccc(CSc2nc3ccccc3[nH]2)cc1
  0 | 1 | -5 | -1.7 | 17* | 5 | 2 | -2 | -9 | 2
Nc1c(C(=O)Nc2ccc(F)cc2)sc2nc(-c3ccco3)ccc12
  0 | -1 | -10 | 6.0 | 5 | 13 | 44* | 8 | 15 | -2
C=CCn1c(CNc2ccccc2)nnc1SCC(=O)N/N=C/c1ccc(O)cc1O
  -1 | 0 | 6 | -1.1 | -10 | 8 | -4 | 0 | 4 | 1
COc1ccc(C(=O)Nc2nc3ccccc3[nH]2)cc1OC
  2 | 0 | 9 | -0.8 | 2 | 4 | 1 | 3 | -2 | -2
COC(=O)C1=C(C)NC(=O)/C1=C/c1ccc(CNS(=O)(=O)c2ccc(C)cc2)o1
  -2 | -3 | 11 | 0.1 | 1 | 7 | 10 | -1 | 9 | 1
CC1(C)CC(=O)C=C(NC2=CC3OC(c4ccccc4)OCC3OC2=O)C1 (centres undefined)
  -1 | 22* | 0 | 0.2 | -2 | -3 | 10 | -2 | -1 | 6
COc1ccc(CN(Cc2cccnc2)S(=O)(=O)c2ccc(-n3cnnn3)c(C)c2)cc1OC
  -5 | 16 | 5 | 2.2 | 2 | 6 | -1 | 0 | -1 | 6
O=C1Nc2ccc(S(=O)(=O)NCCCO)c3cccc1c23
  7 | -4 | -6 | 0.8 | -4 | 4 | 3 | -4 | -7 | 7
C=CCOc1cccc(/C=C2\C(=O)N(Cc3ccc(C)cc3)C(C)=C2C(=O)OC)c1
  -34 | -3 | 0 | 0.5 | 5 | -10 | -3 | 1 | -7 | -1
CC(Sc1nncn1C)C(=O)Nc1ccc(N2CCCCC2)cc1 (centres undefined)
  4 | 0 | -4 | -1.1 | -6 | 2 | 2 | -6 | -4 | 1
CCOC(=O)c1ccc(NC(=O)c2nc[nH]c2C(=O)N[C@@H](C)C(=O)OC(C)(C)C)cc1
  -8 | 1 | -18 | 1.5 | -3 | -7 | -3 | 8 | 2 | -4
CC1(C)Cc2c(cnn2-c2ccc(F)cc2)C(NC(=O)C2=CC(=O)CC(C)(C)O2)C1 (centres undefined)
  1 | 1 | -7 | -0.6 | 3 | 2 | 1 | 2 | -3 | -12
COc1ccc(C(=O)N(Cc2nc(-c3ccc(C)cc3)no2)C(C)C)cc1OC
  -1 | 0 | 2 | -1.9 | -2 | 4 | -3 | 5 | 11 | 7
COc1ccc(CC(=O)OCc2cc(=O)n3cc(Br)ccc3n2)cc1OC
  7 | 5 | -12 | 1.5 | -3 | -2 | 6 | 1 | -9 | -1
COc1cccc(C(=O)C(=O)N2CCN(C(=O)OCc3ccccc3)CC2)c1
  . | -2 | -15 | 0.4 | 7 | -7 | -5 | 3 | -4 | -2
COc1cc(C(C)=O)ccc1OCCCOc1cccc2cccnc12
  -3 | 0 | 5 | -2.1 | 4 | 3 | -5 | 0 | 2 | 2
O=C(Nc1c[nH]c(=O)[nH]c1=O)c1cc([N+](=O)[O-])cc([N+](=O)[O-])c1
  0 | -3 | 16 | 0.3 | 0 | 1 | 2 | 1 | 10 | -3
Cc1nn(-c2ccccc2)c(C)c1S(=O)(=O)O
  2 | 1 | -23 | -4.4 | 2 | 0 | 1 | 7 | 4 | -5
O=C(CC1C[C@H](C(=O)N2CCCCC2)[C@@]2(CCc3ccccc3)c3[nH]c4ccccc4c3CCN2C1=O)NCc1ccco1 (some centres undefined)
  3 | 2 | 14 | -1.2 | -2 | 1 | 2 | -3 | -1 | 2
Cn1c2c(c3ccccc31)CCN(CCCCN1CCN(c3ccccc3)CC1)C2=O
  1 | 2 | -11 | -0.2 | 3 | 3 | -2 | -11 | -1 | -4
CCN(Cc1ccncc1)C(=O)C1CCC(=O)N(Cc2ccc(Cl)cc2)C1 (centres undefined)
  0 | 4 | -5 | -2.4 | -7 | 3 | 2 | -5 | 1 | -6
CCOC(=O)C1=C(COC(=O)COc2cccc(C)c2C)NC(=O)NC1C (centres undefined)
  4 | 7 | 7 | 1.0 | -3 | -2 | 0 | 0 | 0 | 10
CCN(CC)C(=O)c1ccccc1NS(C)(=O)=O
  4 | 2 | -17 | -1.1 | 7 | -4 | 0 | -5 | 0 | -5

2 records drawn at random from those above:
Results follow in this order: HTRA1 inhibitor | UHRF1 binding | TDP2 inh | PG9 binder | LEDGF integ inh | ABHD4 inh | PRMT1 FP inh | TCR-CD3 inh | SIAE inh | DDE Tn7 FP inh
CC1(C)CC(=O)C=C(NC2=CC3OC(c4ccccc4)OCC3OC2=O)C1 (centres undefined)
  -1 | 22* | 0 | 0.2 | -2 | -3 | 10 | -2 | -1 | 6
CC1(C)Cc2c(cnn2-c2ccc(F)cc2)C(NC(=O)C2=CC(=O)CC(C)(C)O2)C1 (centres undefined)
  1 | 1 | -7 | -0.6 | 3 | 2 | 1 | 2 | -3 | -12

(cont.)
Results follow in this order: HTRA1 inhibitor | UHRF1 binding | TDP2 inh | PG9 binder | LEDGF integ inh | ABHD4 inh | PRMT1 FP inh | TCR-CD3 inh | SIAE inh | DDE Tn7 FP inh
CCCc1cnc(Nc2nc(C(N)Cc3ccc(C(F)(F)F)cc3)cs2)nc1 (centres undefined)
  . | -2 | -11 | -0.1 | 10 | 15 | 0 | -3 | -3 | -7
NC(=O)C1CCCN(C(=O)CNC(=O)C23CC4CC(CC(C4)C2)C3)C1 (centres undefined)
  -3 | -2 | -4 | -1.2 | 2 | 0 | -6 | 5 | 9 | 5
CCNC(=O)CC1C(=O)N(CC)C(=S)N1NC(=O)c1ccccc1 (centres undefined)
  . | -2 | 23 | -0.6 | -2 | 4 | -3 | 4 | 2 | 6
O=C(NCc1ccccc1Cl)c1ccc2c(c1)SC1=NS(=O)(=O)CCN12
  0 | 3 | 15 | -0.8 | -3 | -7 | -1 | -5 | -4 | 2
Cn1cc(CN2CCCC(CO)(Cc3ccccc3)C2)c2ccccc21 (centres undefined)
  5 | 1 | -3 | 0.6 | 2 | -1 | -2 | -4 | -3 | -6
Cc1ccc(-n2nc3ccc(NC(=O)C(C)C)cc3n2)cc1
  -2 | 7 | 8 | -2.0 | 0 | -1 | 1 | 11 | -3 | -1
Cc1nn(C)cc1/C=C/C(=O)c1cccs1
  4 | -4 | 2 | 1.0 | 2 | 3 | -1 | -2 | -6 | 1
Cc1cc(N2CCOCC2)n2nc(C)c(-c3ccc(Cl)cc3)c2n1
  6 | -2 | 2 | 1.3 | 1 | 0 | -1 | 2 | -4 | 2
COc1ccccc1NC(=O)CCS(=O)(=O)c1ccccc1
  -2 | 8 | 15 | -0.7 | 1 | -5 | -1 | 2 | 7 | 8
O=C1Nc2ccccc2/C1=C/c1ccccc1F
  1 | -1 | -3 | -1.8 | 0 | -5 | 1 | 3 | -5 | 8
CC(C)OC(=O)C(CC(=O)O)NCc1ccccc1 (centres undefined)
  2 | 0 | -8 | -0.5 | 1 | -1 | 0 | -8 | -8 | -4
CCCCC(CC)CNC(=O)CN(C)S(=O)(=O)c1cccc2nsnc12 (centres undefined)
  1 | 0 | -4 | 0.1 | 0 | -5 | 1 | -4 | 4 | 5
Cn1c(=O)c2c(nc(SCCN3CCOCC3)n2Cc2ccc(Cl)cc2)n(C)c1=O
  -1 | -1 | 11 | -0.3 | 2 | 3 | 2 | -1 | -10 | 2
CCCCOc1ccc(C(=O)N2CCNC(=O)C2)cc1
  -7 | -1 | -9 | -0.6 | -9 | -1 | 2 | -8 | 1 | -2
Cc1occc1-c1nnc(SCc2nc3ccccc3c(=O)n2CC#N)n1C
  3 | -3 | 2 | -0.9 | -3 | 1 | 1 | 5 | -2 | 7
COc1ccccc1-n1c(-c2cccnc2)n[nH]c1=S
  6 | 2 | 4 | -1.7 | -1 | -1 | 2 | 0 | -1 | 6
COc1ccc(S(=O)(=O)N(C)C)cc1NCC(=O)Nc1ccc(Br)cc1F
  -12 | 2 | 2 | -0.9 | 2 | 3 | 0 | -1 | 5 | 0
O=C(CN1C(=O)S/C(=C/c2cccn2-c2ccc(O)cc2)C1=O)N1CCCC1
  -8 | -2 | -4 | -1.9 | 6 | -19 | 1 | 1 | 2 | -5
CCCC(C)NC(=O)Cc1ccc(Br)cc1 (centres undefined)
  1 | -3 | 1 | 0.4 | -4 | 1 | -1 | -1 | -4 | 0
CC1(C)Nc2ccc(O)cc2-c2c1ssc2=S
  20 | -7 | 5 | -12 | 6 | 37* | 22* | -4 | 3 | -5
COc1ccccc1NS(=O)(=O)c1cc(C)ccc1C
  -5 | -1 | 9 | 0.0 | 3 | 0 | -1 | 1 | 2 | -5
